Akt phos inh: blocks phosphorylation of Akt; Neuro2A IGF-stimulated pAkt S473 HTRF, 20 min; hits give low values; activity change, % for hits at 50 µM; 360,000 compounds, 0.32% hits; AID 651550; in the data active means activity change below about -80%; inconclusive means mostly about -51% to -80%; further: on the % scale 0 is the no-effect control and ±100 the full control effect
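Single-point screen (50 µM final compound) in Neuro2A cells stimulated 20 min with 6 nM IGF at 37 deg C. After lysis, Ser473-phosphorylated Akt read by HTRF (ex 330 nm, em 615/665 nm) as the 665/615 ratio.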
Nrf2 activator: activators of Nrf2 (ARE) signaling. AREc32 ARE-luciferase reporter (MCF7-derived line), luminescence, 24 h. 410,000 compounds, 0.31% hits. Potency, µM (doses to about 46.1 µM), for inactives: at the top dose activation, usual class: activators. AID 624171; further: potency means the concentration at half of the fitted maximal effect; % of control where 0% means no effect; nearly all actives have a fitted effect of over 65% in size
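Steps: seed AREc32_Fluc cells (1000/well, 5% FBS OPTI-MEM); incubate overnight at 37 deg C; add 23 nL compound; incubate 24 hr; add Steady-Glo; hold 30 min RT; read luminescence.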
TGFb SMAD3 inh: blocks TGF-b signaling. HepG2 CAGA-GFP TGF-b/SMAD3 reporter, GFP fluorescence, 18 h; TGF-beta stimulated, 500 pg/mL final. 410,000 compounds, 1.2% hits. Potency, µM (top dose mostly 46.1 µM), without a hit: at the top dose activity, negative = inhibition, actives largely listed as inhibitors; further: potency means the concentration at half of the fitted maximal effect; on the % scale 0 is the no-effect control and ±100 the full control effect; nearly all actives have a fitted effect of over 65% in size
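HEPG2 CAGA-GFP cells (1000/well, DMEM with 1% FBS) were pre-incubated 2 h at 37 degrees C, given compound by pin tool, then stimulated with TGF-beta at 500 pg/mL final for 18 h before per-cell GFP fluorescence imaging.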
CCT chaperon mod: changes cytosolic chaperonin activity; purified chaperonin ATPase assay, HTRF ADP detection, 30 min; 360,000 compounds, 0.3% hits; activity change, % (no concentration beside the values), hits read low; in the data active means activity change below about -30%; further: on the % scale 0 is the no-effect control and ±100 the full control effect
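TRiC at 40 or 20 nM final (batch-dependent) in 30 mM Tris pH 7.4, 100 mM KCl, 5 mM MgCl2, 1 mM DTT, with compound at single 76 uM and 10 uM ATP, 30 min at 37 deg C. ADP detected by HTRF Transcreener, 665/615 ratio.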
A549 viability: A549 cytotoxicity, counter-screen for Nrf2 inhibitors. A549 ARE-Fluc cells, CellTiter-Fluor viability, 18-24 h. Potency, µM (highest dose often 46 µM), for the others: at the top dose activity change, negative = cytotoxicity, hits mostly inhibitors. 390,000 compounds, 0.16% hits. AID 504648; further: potency means the concentration at half of the fitted maximal effect; on the % scale 0 is the no-effect control and ±100 the full control effect
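A549 ARE-Fluc cells in 5% FBS OPTI-MEM, 5000 cells/well, rested 2 h then exposed to compounds in concentration-response for 18-24 h at 37 °C. Viability by CellTiter-Fluor fluorescence (Ex 405/Em 525) after 30 min; luciferase luminescence (BugLite, 15 min, RT) read afterwards.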
Nrf2 block: blocks Nrf2 signaling | Potency, µM (series often up to 46 µM), for inactives: top-dose activity change, negative = inhibition, hits mostly inhibitors | 360,000 compounds, 2.1% hits | A549 ARE-Fluc reporter, luciferase luminescence, 18-24 h; further: potency means the concentration at half of the fitted maximal effect; on the % scale 0 is the no-effect control and ±100 the full control effect; nearly all actives have a fitted effect of over 60% in size
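Two sequential reads on A549 ARE_Fluc cells exposed to compound for 18-24 h: a CellTiter-Fluor fluorescence read for viability, then a luciferase luminescence read for Nrf2/ARE activity.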
S2 tox: cell viability loss in ATXN counter-screen; Potency, µM (titrated, usually from 56.7 µM), most hits filed as cytotoxic; AID 651635; S2 cells (HEK-293 line with an ATXN2-luciferase reporter) viability, CellTiter-Fluor protease fluorescence, 24 h; 400,000 compounds, 0.49% hits; further: potency means the concentration at half of the fitted maximal effect; nearly all actives have a fitted effect of over 40% in size
HepG2 tox: counter-screen for TGF-b inhibitors: cytotoxicity in HepG2 cells. HepG2 CAGA-GFP viability, ATP luminescence, 18 h. Potency, µM (series often up to 46.1 µM), for inactives: top-dose activity change, negative = cytotoxicity, usual class: cytotoxic. 410,000 compounds, 0.76% hits; further: potency means the concentration at half of the fitted maximal effect; some results filed as inactive show a strong effect at the top dose
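CellTiter-Glo luminescence gave cytotoxicity after 18 hours at 37 degrees C. The cells were HepG2 CAGA-GFP in 1% FBS DMEM, stimulated with 500 pg/mL TGF-beta after compound addition. %Activity was normalised to no-cell wells (complete cell-killing) and DMSO (no toxicity), and curves were fitted and classified.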
Mm-Cpn inhibitor: blocks the Methanococcus maripaludis chaperonin Mm-Cpn. purified Mm-Cpn ATPase, ADP Transcreener TR-FRET. Potency, µM (series often up to 76.9 µM), for inactives: top-dose activity, negative = inhibition, actives largely listed as inhibitors. 330,000 compounds, 0.031% hits. AID 504842; further: potency means the concentration at half of the fitted maximal effect; on the % scale 0 is the no-effect control and ±100 the full control effect; nearly all actives have a fitted effect of over 80% in size
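25 nM Mm-CPN + cpd, 10 min 37°C; + 10 uM ATP, 30 min 37°C; buffer 30 mM Tris pH 7.4, 100 mM KCl, 5 mM MgCl2, 1 mM DTT; Transcreener ADP HTRF detection 30 min RT.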
* hit, by the source's call; i = inactive; ? = inconclusive; / = not tested or not shown; & = joins results of further samples; [ ] = dose if it differs, or a comment. Unless noted, the call rests on the fitted dose curve; in most records, active means well fitted curve in the direction sought with a large enough effect; inconclusive means small, poorly fitted or top-dose-only effect, or another doubt; inactive means no such curve, though single readings can be large; an effect the other way counts as inactive or inconclusive.

Compound	Akt phos inh	Nrf2 activator	TGFb SMAD3 inh	CCT chaperon mod	A549 viability	Nrf2 block	S2 tox	HepG2 tox	Mm-Cpn inhibitor
CC(=O)c1ccc(N2CCN(C(=O)CCc3nnc4n(C)c(=O)c5sccc5n34)CC2)cc1	/	-1.3%	-14%	/	-2%	16%	i	0%	/
CC/C(=N\NC(=O)CSCc1ccccc1Cl)c1ccc2c(c1)OCCO2	i	0.0%	1%	0.0	2%	4%	i	2%	-6%
CCN(CC)S(=O)(=O)c1cc(C(=O)Nc2ccccc2C(=O)O)ccc1OC	/	2.9%	-1%	-1.1	1%	-26%	i	-23%	0%
COc1ccc(C2(c3ccc(OC)cc3)NC(=O)N(CC(=O)N(C)c3ccccc3)C2=O)cc1	i	0.6%	-18%	-1.0	-2%	-5%	i	-2%	-3%
OC(CNc1ncnc2sccc12)c1ccccc1 (stereo unspecified)	i	-0.3%	?	-3.1	2%	-5%	i	0%	1%
COc1ccc(-c2cc(C(=O)Nc3ccn(Cc4ccc(C)cc4)n3)no2)cc1OC	/	-0.2%	25%	/	2%	-2%	?	7%	/
O=C(COc1cccc2cccnc12)Nc1ccccc1N1CCOCC1	i	0.1%	-3%	-0.2	-9%	-8%	i	-4%	-2%
C[C@@H](NC(=O)[C@@H]1CCCN1C(=O)[C@@H]1CCCN1C(=O)c1ccc(Cl)cc1)c1ccccc1	i	-0.6%	/	0.5	/	/	?	/	/
CC(/C=C/c1ccc2c(c1)OCO2)=N/NC(=O)c1ccc(C)nc1	i	3.6%	2%	2.6	-2%	-18%	i	-2%	1%
CC(C)c1nn2c(=O)cc(COC(=O)c3ccc(NC(=O)COc4ccccc4)cc3)nc2s1	/	0.4%	3%	/	-3%	/	/	4%	/
COc1ccc(C(CNC(=O)CNC(=O)c2cccc(Cl)c2)N2CCCC2)cc1 (stereo unspecified)	i	2.4%	0%	1.6	0%	-20%	i	-7%	-1%
Brc1ccc2nc(-c3ccco3)c(CC3CCCCC3)n2c1	i	?	11µM*	-0.7	/	/	i	-31%	/
O=C(COc1ccc(F)cc1)Nc1ccc(Cl)c(-c2nc3ccccc3[nH]2)c1	/	4.4%	/	/	?	?	/	-45%	/
CCc1nc2ccc(C(=O)Nc3ccc(OC)c(OC)c3)cn2c1N(C)CCC(C)C	i	0.3%[9.22 µM]	14µM*	0.2	/	/	/	20µM*	/
CCOC(=O)CCSc1nc(C)cc(C(F)(F)F)c1C#N	i	2.7%	5%	1.7	16%	7%	i	2%	-2%
COC(=O)CC(NS(=O)(=O)c1cccs1)c1ccccc1Cl (stereo unspecified)	i	-0.6%	15%	-1.4	-11%	5%	i	-13%	0%
CCCOc1ccc(C(C)=O)cc1CSc1nc(O)cc(=O)[nH]1	i	0.2%	0%	-2.3	-8%	0%	i	-20%	-1%
COC1(OC)N=C(NC(=O)Nc2ccccc2)C2(C#N)C(c3ccccc3)C12C#N (stereo unspecified)	i	0.5%	-2%	3.3	7%	/	i	1%	0%
Cc1nc([N+](=O)[O-])cn1Cc1cccc2ccccc12	i	-0.7%	2%	0.4	-2%	-10%	i	-4%	2%
COc1cccc(N2CCN(C(=O)CCCCCNc3nc(=S)[nH]c4ccccc34)CC2)c1	i	-1.1%	?	-4.4	-4%	?	i	-1%	-3%
COc1ccc(/C=N/NC(=O)c2cccc3ccccc23)c(OC)c1OC	i	2.7%	-11%	-0.8	-15%	-29%	i	-10%	/
O=C(c1ccc2c(c1)OCO2)N(Cc1cccs1)C1(C(=O)NC2CCCCC2)CCCCC1	i	3.3%	?	0.6	?	?	i	2%	0%
N#C/C(=C/c1ccc([N+](=O)[O-])cc1)C(N)=O	i	-0.1%	5%	0.1	-1%	-8%	i	-25%	0%
C[C@@H]1Cn2cnc(C(=O)Nc3ccc(CNC(=O)OC(C)(C)C)cc3)c2C(=O)N1	i	-0.5%	-8%	-0.6	/	/	i	-44%	/
Cc1cccc(NC(=O)COC(=O)c2cc3ccccc3oc2=O)c1	i	-0.1%	1%	0.4	1%	-1%	i	11%	1%
CN(C(=O)c1ccccc1C(=O)c1ccccc1)C1CCS(=O)(=O)C1 (stereo unspecified)	/	-1.2%	6%	-0.7	-9%	3%	i	-51%	2%
CN1CC(=O)N/C1=N\C(=O)Nc1ccc2c(c1)N(C)C(=O)CS2	i	2.4%	-1%	2.6	-2%	4%	i	5%	3%
Cc1ccc(C(C)C)cc1S(=O)(=O)NCc1ccccn1	i	-0.2%	3%	0.1	-4%	-3%	i	-12%	0%
COc1cccc(C(=O)N(Cc2ccc(C)o2)C2CCS(=O)(=O)C2)c1 (stereo unspecified)	/	0.2%	/	/	0%	-8%	/	-11%	/
CCC(C)(C)NC(=O)c1ccc(Sc2nncn2C)c([N+](=O)[O-])c1	i	-0.5%	3%	-1.4	4%	17%	i	3%	0%

Exported with two lines to a compound: part of the list above
Results follow in this order: Akt phos inh	Nrf2 activator	TGFb SMAD3 inh	CCT chaperon mod	A549 viability	Nrf2 block	S2 tox	HepG2 tox	Mm-Cpn inhibitor
CC(=O)c1ccc(N2CCN(C(=O)CCc3nnc4n(C)c(=O)c5sccc5n34)CC2)cc1
 : /	-1.3%	-14%	/	-2%	16%	i	0%	/
Cc1cccc(NC(=O)COC(=O)c2cc3ccccc3oc2=O)c1
 : i	-0.1%	1%	0.4	1%	-1%	i	11%	1%

Later entries.
Compound	Akt phos inh	Nrf2 activator	TGFb SMAD3 inh	CCT chaperon mod	A549 viability	Nrf2 block	S2 tox	HepG2 tox	Mm-Cpn inhibitor
N#Cc1ccsc1NC(=O)C1CCCN1S(=O)(=O)c1cccs1 (stereo unspecified)	i	0.1%	8%	-2.1	1%	4%	i	4%	-2%
CSc1nc(=S)cc(C)[nH]1	i	?	-17%	-4.0	5%	3%	i	-10%	0%
Cc1cccc2c1NC(=O)C21N2CCCC2C(C(=O)c2ccc3ccccc3c2)C12C(=O)Nc1ccccc12 (stereo unspecified)	i	11%	?	-0.3	-29%	?	?	-9%	2%
COc1ccc(CNC(=O)NS(=O)(=O)c2ccc(C)cc2)cc1	i	-1.3%	6%&1%	-1.6	8%&3%	1%&4%	i	0%&10%	/
O=C(NCc1cccnc1)/C(=C/c1ccc([N+](=O)[O-])cc1)NC(=O)c1ccccc1	i	1.8%	12%	-2.3	-4%	3%	i	4%	2%
O=C(COC(=O)c1cc(Br)ccc1O)NCC1CCCO1 (stereo unspecified)	i	3.7%	24%	-1.1	5%	0%	i	-15%	0%
Cc1ccc(NC(=O)CN2C(=O)NC(C)(c3ccccc3)C2=O)c(C)c1 (stereo unspecified)	i	4.9%	-5%	-60*	1%	0%	i	1%	0%
C=CCn1c(C)c(C(C)=O)c(N2CCCC2)nc1=S	i	-0.1%	-3%	0.2	1%	?	i	2%	-1%
COC(=O)c1cc(NC2c3ccccc3C(=O)N2c2ccc(Cl)cn2)cc(C(=O)OC)c1 (stereo unspecified)	i	0.1%	-2%	-1.0	8%	17%	i	-1%	1%
COC(=O)c1[nH]c(C)c(/C(O)=C2\C(=O)C(=O)N(CCN(C)C)C2c2ccc(C)o2)c1C (stereo unspecified)	i	2.8%	0%	1.0	2%	11%	i	4%	-2%
Cc1ccc(C(=O)NCCN(C)C)c(C)c1	i	-0.3%	-7%	1.0	-2%	12%	?	-2%	0%
CCOc1ccc(C)cc1S(=O)(=O)Nc1cccnc1	i	0.4%	5%	1.3	-2%	7%	i	-1%	/
COC(=O)C(Cc1c[nH]c2ccccc12)NC(=O)CCNC(=O)c1ccco1 (stereo unspecified)	i	-0.1%	-2%	2.4	/	/	?	17%	/
Cc1cc(C)cc(N(CC(=O)NCc2ccccc2Cl)S(=O)(=O)c2c(C)noc2C)c1	/	0.6%	?	/	2%	-4%	?	-62%	/
CCc1ccccc1NC(=O)Nc1ccc2c(c1)N(CC)C(=O)c1ccccc1S2	/	-1.2%	11µM*	/	8%	1%	/	-34%	/
CCCCn1c(N)c(N(CCOC)C(=O)CN(C)S(=O)(=O)c2ccc(Cl)cc2)c(=O)[nH]c1=O	i	0.2%	-2%	-2.1	-4%	4%	i	-4%	-15%
Cc1nc2ccccc2c(=O)n1/N=C/C=C/c1ccccc1	i	7.9%	-14%	-1.7	2%	1%	i	-3%	-4%
Cc1cc(C)c(C#N)c(SCc2nc3ccccc3c(=O)[nH]2)n1	i	12%	15%	-1.8	1%	-7%	?	17%	-6%
CCCC1=NN2C(=N)/C(=C\c3cc(C)n(-c4cc(C)cc(C)c4)c3C)C(=O)N=C2S1	i	0.4%	7%	-0.2	-18%	4%	i	-7%	0%
CS(=O)(=O)NCCSCc1ccc(Cl)cc1	-108%*	-0.3%	-1%	0.5	-4%	-5%	?	2%	0%
CCOC(=O)c1ccccc1NC(=O)NCc1c(-n2cccc2)sc2c1CCCC2	/	-0.3%	-18%	/	9%	-22%	i	-5%	/
CC1=CC(=C(C#N)c2nc3ccccc3s2)C=C(C)N1Cc1ccco1	i	-0.4%	-13%	-3.6	?	-5%	i	1%	0%
c1ccc(CN(Cc2ccco2)C(c2ccncc2)c2nnnn2C2CCCC2)cc1 (stereo unspecified)	i	0.5%	0%	-2.8	0%	0%	i	-20%	-3%
N#Cc1cc2c(=O)n3ccccc3nc2n(-c2nnc(SCc3ccccc3F)s2)c1=O	/	-0.9%	-11%	/	-8%	1%	i	7%	/
Nc1ccc2c(c1)C(=Cc1cccnc1)c1ccccc1-2	i	7.4%	-9%	1.1	1%	22%	i	-22%	/
